ZTA counter = ZTA (EBV) inhibition in EBNA-1 counter-screen; P03206; ZTA-DNA binding, fluorescence polarization; inhibition, % at 11 µM; actives 0.15% (n = 320,000); AID 2234; in the data active = inhibition above about 33%
Target sequence (P03206 whole entry, looked up): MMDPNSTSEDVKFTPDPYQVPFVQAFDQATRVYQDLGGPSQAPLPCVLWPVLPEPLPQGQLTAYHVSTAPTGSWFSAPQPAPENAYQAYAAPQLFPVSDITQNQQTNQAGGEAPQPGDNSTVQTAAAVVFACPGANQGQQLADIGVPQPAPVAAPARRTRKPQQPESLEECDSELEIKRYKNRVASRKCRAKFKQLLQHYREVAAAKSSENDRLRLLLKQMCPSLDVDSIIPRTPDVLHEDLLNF
EBNA-1 inh = EBNA-1 DNA-binding inhibitors, primary screen, biochemical, fluorescence polarization. inhibition, % at 14.8 µM. actives 0.34% (n = 300,000); in the data active = inhibition above about 28%
LYPLA2 counter = LYPLA2 inhibitors, primary screen, counter-screen for PME1 inhibitor project, biochemical, fluorescence polarization, FP-Rh probe ABPP; Acyl-protein thioesterase 2 (Homo sapiens), O95372; inhibition, % at 5.9 µM; actives 0.38% (n = 320,000); AID 2177, 2009; recombinant LYPLA2;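 active = inhibition above the screen-wide mean plus 3 SD, limit set per campaign, cut at about 26% in these data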;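 also: 0% = LYPLA2 with DMSO and 100% = wells lacking LYPLA2 enzyme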
Target sequence (O95372 whole entry, looked up): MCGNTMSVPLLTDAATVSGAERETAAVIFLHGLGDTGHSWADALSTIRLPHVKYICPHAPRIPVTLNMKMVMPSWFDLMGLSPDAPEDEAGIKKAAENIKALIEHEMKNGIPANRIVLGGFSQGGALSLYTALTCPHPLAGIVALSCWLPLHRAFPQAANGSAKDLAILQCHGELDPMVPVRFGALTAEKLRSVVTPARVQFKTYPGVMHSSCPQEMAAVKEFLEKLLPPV
PAFAH2 inh = PAFAH2 enzyme inhibitors, primary screen, biochemical, fluorescence polarization, human; recombinant PAFAH2, FP-rhodamine activity probe; inhibition, % at 3.39 µM; actives 0.99% (n = 340,000); AID 492956, 2010;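 active = inhibition above the mean over all tested compounds plus 3 SD, cut at about 30% in these data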;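 also: inhibitors block probe labeling of enzyme so polarization drops; 0% = enzyme with DMSO and 100% = wells lacking PAFAH2 protein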
pPAFAH FP inh = pPAFAH enzyme inhibitors, primary screen, biochemical, fluorescence polarization, human. actives 1.5% (n = 330,000). recombinant pPAFAH, FP-rhodamine probe fluorescence polarization. inhibition, % at 3.39 µM. Platelet-activating factor acetylhydrolase (Homo sapiens), Q13093;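 active = inhibition above the mean inhibition across the screen plus 3 SD, cut at about 25% in these data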;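 also: inhibitors block binding of the rhodamine activity-based probe so polarization drops; 0% = enzyme with DMSO and 100% = wells lacking pPAFAH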
PAFAH1B2 inh = PAFAH1B2 enzyme inhibitors, primary screen, biochemical, fluorescence polarization, human; recombinant PAFAH1B2, FP-rhodamine activity probe; inhibition, % at 3.39 µM; actives 1.2% (n = 340,000);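 active = inhibition above the mean of all tested compounds plus 3 SD, cut at about 24% in these data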;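 also: 0% = enzyme with DMSO and 100% = wells lacking PAFAH1B2; many of its hits are not listed in these tables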
Target sequence (P68402 whole entry, looked up): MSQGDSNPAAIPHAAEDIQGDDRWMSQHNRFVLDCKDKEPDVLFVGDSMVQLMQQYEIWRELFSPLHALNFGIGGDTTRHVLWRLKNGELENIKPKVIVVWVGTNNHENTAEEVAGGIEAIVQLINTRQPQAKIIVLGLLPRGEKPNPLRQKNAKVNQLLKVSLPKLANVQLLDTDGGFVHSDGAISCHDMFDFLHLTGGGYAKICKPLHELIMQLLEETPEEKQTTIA
LYPLA1 inh = LYPLA1 inhibitors, primary screen, counter-screen for PME1 inhibitor project, biochemical, fluorescence polarization, FP-Rh probe ABPP | Acyl-protein thioesterase 1 (Homo sapiens), O75608 | recombinant LYPLA1 | inhibition, % at 5.9 µM | actives 0.16% (n = 320,000);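 active = inhibition above the mean of all tested compounds plus 3 SD, set per campaign, cut at about 14% in these data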;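 also: inhibitors block serine hydrolase probe labeling of LYPLA1 so polarization falls; 0% = enzyme with DMSO and 100% = wells lacking LYPLA1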
Target sequence (O75608 whole entry, looked up): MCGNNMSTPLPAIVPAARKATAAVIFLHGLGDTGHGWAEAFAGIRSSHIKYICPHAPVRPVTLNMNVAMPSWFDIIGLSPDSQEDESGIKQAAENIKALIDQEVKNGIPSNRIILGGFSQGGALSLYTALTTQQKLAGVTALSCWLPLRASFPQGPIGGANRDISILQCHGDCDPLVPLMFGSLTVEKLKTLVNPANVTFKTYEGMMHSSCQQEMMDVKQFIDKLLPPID
PREPL inh = PREPL enzyme inhibitors, primary screen, biochemical, fluorescence polarization | Prolyl endopeptidase-like (Homo sapiens), Q4J6C6 | recombinant PREPL, fluorescence polarization activity-based probe | inhibition, % at 5.96 µM | actives 0.68% (n = 320,000); in the data active = inhibition above about 43%;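 also: 0% = enzyme with DMSO and 100% = wells lacking enzyme; many of its hits are not listed in these tables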
PAFAH1B3 FP inh = PAFAH1B3 enzyme inhibitors, primary screen, biochemical, fluorescence polarization, human; Platelet-activating factor acetylhydrolase IB subunit alpha1 (Homo sapiens), Q15102; actives 0.28% (n = 340,000); recombinant PAFAH1B3, FP-rhodamine probe; inhibition, % at 3.39 µM;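 active = inhibition above the screen-wide average of all tested compounds plus 3 SD, cut at about 25% in these data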;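 also: 0% = enzyme with DMSO only and 100% = wells lacking PAFAH1B3 protein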
* marks the source's active call; other numbers are inactive results; . = no result given. Only part of the results is shown; rates above refer to the full screens.

SMILES	ZTA counter	EBNA-1 inh	LYPLA2 counter	PAFAH2 inh	pPAFAH FP inh	PAFAH1B2 inh	LYPLA1 inh	PREPL inh	PAFAH1B3 FP inh
O=C(NCCCN1CCOCC1)c1cc(-c2ccc(O)cc2)on1	20	9	5	-3	5	10	-1	-2	5
CC(C)Oc1ccc(CNC(=O)Cn2c(=O)oc3ccccc32)cc1	-21	-4	2	1	8	3	2	10	5
O=C1NC(=O)/C(=C\c2ccc(OCc3cnc(Cl)s3)cc2)S1	10	4	10	-5	5	17	3	2	3
CCCn1c(SCC(N)=O)nnc1-c1ccco1	6	-3	2	4	-1	0	1	2	0
COC(=O)c1ccc(NC(=O)CSc2nnc(C(C)NC(=O)c3ccccc3Cl)n2C)cc1 (centres undefined)	-3	-11	-6	0	-4	5	0	15	5
COC(=O)c1[nH]c2cc(C)ccc2c1NC(=O)CN1CCOCC1	-5	-1	2	1	1	3	0	-5	6
COc1ccccc1NC(=O)c1ccc(Cl)c(S(=O)(=O)N2CCCCC2)c1	-6	-14	-4	0	2	-9	0	15	4
COc1ccc(Br)cc1/C=C/C(=O)NC(=S)Nc1ccc(Cl)c(C(=O)O)c1	3	3	-3	2	-1	7	-7	-40	3
Cc1ccccc1C(=O)N1CCC(C(=O)OCc2nc(N)nc(Nc3ccccc3)n2)CC1	18	.	4	4	4	0	-3	0	6
O=C(CCS(=O)(=O)c1ccccc1)Nc1nc(-c2ccc(F)cc2)cs1	-1	5	0	-6	0	3	-1	-2	2
O=C(NN1CCOCC1)c1ccccc1NS(=O)(=O)c1ccc(F)cc1F	.	.	.	70*	0	3	.	4	3
Cc1ccc2nc(N(CCCN(C)C)C(=O)c3ccco3)sc2c1	1	0	7	0	5	9	4	-72	5
COc1ccc(-c2nnc(SCc3cc(C)cc(C)c3)o2)cc1	-6	-6	-7	1	3	5	-4	-13	4
Cc1ccc(S(=O)(=O)CCC(=O)NC2CCCC2)cc1	-8	2	3	-6	2	3	-1	-7	5
Cc1nc(-c2cccnc2)sc1C(N)=O	3	3	0	0	7	-4	-6	8	4
COc1cc(S(=O)(=O)N2CCN(Cc3cccs3)CC2)ccc1NC(C)=O	22	.	-2	6	-2	2	1	8	-5
Cc1ccccc1C(=O)c1cccn1CC(=O)NCc1ccc(F)cc1	-3	-1	-3	-3	6	10	0	-8	7
O=S(=O)(/N=C(/Nc1ccc(Cl)cc1Cl)c1ccccc1)c1cccs1	19	4	-2	6	10	4	-4	-7	5
CCOC(=O)C1(Cc2ccccc2Cl)CCN(C(=O)CCn2ccnc2C)CC1	1	-11	6	8	2	2	7	6	5
Cc1ccc(C(=O)NCC(=O)N2CCC3(CC2)NCCc2[nH]cnc23)cc1C	-7	3	2	6	5	2	3	3	3
CC1(C)C[C@@H]2C[C@@](C)(CN2C(=O)c2cc(COc3cccc(C(F)(F)F)c3)on2)C1	4	2	-1	-6	7	0	-6	19	5
COc1ccc(C2CC(c3cccc(OC)c3)n3nc(N)nc3N2)cc1 (centres undefined)	2	-8	0	0	-1	-3	1	46*	-1
CC1CCN(S(=O)(=O)c2nnc(NC(=O)c3ccccc3Br)s2)CC1	1	1	-4	3	3	28*	0	-2	5
Cc1ccc(S(=O)(=O)/N=C(/Nc2ccc3[nH]c(=O)[nH]c3c2)c2ccc(F)cc2)cc1	-6	0	3	14	9	1	-2	10	10
CSc1ccccc1OCc1cc(C(=O)N(C)C(C)c2nc(C)cs2)no1 (centres undefined)	-5	-8	0	1	8	0	1	2	-5
Other records:
SMILES	ZTA counter	EBNA-1 inh	LYPLA2 counter	PAFAH2 inh	pPAFAH FP inh	PAFAH1B2 inh	LYPLA1 inh	PREPL inh	PAFAH1B3 FP inh
COc1ccc(N2C(=O)c3cccc4cccc(c34)C2=O)nn1	-7	-1	5	9	6	-2	3	8	2
Cc1ccc([N+](=O)[O-])cc1NC(=O)c1ccc(C(C)(C)C)cc1	-9	-4	-2	-5	8	4	1	-1	8
CCOC(=O)CC1(NC(=O)C2CCC(=O)N(C3CC3)C2)CCCCC1 (centres undefined)	-8	-2	8	1	-1	3	-1	9	-3
CCC(C)NC(=O)CSc1nnc(-c2cc(OC)c(OC)c(OC)c2)c(-c2cc(OC)c(OC)c(OC)c2)n1 (centres undefined)	-23	-9	9	-17	0	0	-1	7	11
CC(=O)c1ccccc1OCc1ccc(S(=O)(=O)Cc2ccccc2)cc1	-3	-12	6	6	14	2	0	-18	11
CCOC(=O)C1=C(N)Oc2cc(O)ccc2C1c1ccc(Br)cc1 (centres undefined)	1	4	-2	-5	0	1	-4	19	4
CCOC(=O)c1ccccc1NC(=O)COC(=O)CN1C(=O)NC2(CCCC2)C1=O	8	-2	5	6	1	1	2	3	-1
Cc1ccc(C(=O)NC2CCN(C(=O)Nc3ccc(F)cc3)CC2)cc1	10	7	-4	-8	7	2	2	3	1
CCOC(=O)CN(Cc1sccc1C)C(=O)Nc1ccc(OC)cc1OC	-17	7	14	4	0	-2	4	17	-2
Cc1cc(C(=O)N/N=C2\CCCC(C)C2)n[nH]1 (centres undefined)	-2	3	0	-10	-2	3	2	1	7
CC(=O)Nc1ccc(SCc2csc(C)n2)cc1	2	8	-1	1	9	2	4	-1	7
Cc1cccc2c1-c1sc(C(=O)Nc3nccs3)cc1CO2	7	12	-15	-4	-3	-7	-8	20	-10
CCC1CCCCN1Cc1ccc(OC)c(C)c1C (centres undefined)	-7	-10	-3	10	-1	7	-1	10	2
Nc1c(-c2ccc(Cl)cc2)cnn1-c1cccc(C(F)(F)F)c1	-10	2	10	7	1	-1	1	29	3
N#CC/C(N)=N/NC(=O)CCCNc1ncc(C(F)(F)F)cc1Cl	-7	-18	-1	6	5	7	-4	-4	7
CCOc1ccccc1-c1nc(-c2ccc(NC(=O)Cc3ccccc3OC)cc2)no1	-3	-2	-44	-38	-5	-16	-28	-14	-9
Cc1ccc(S(=O)(=O)c2c(N)n(CC3CCOC3)c3nc4ccccc4nc23)cc1 (centres undefined)	-10	3	-4	5	-1	1	-5	5	4
Cc1csc(NC(=O)c2ccc(S(=O)(=O)N(C)c3ccccc3)cc2)n1	-2	2	0	-3	2	-2	-2	-8	0
O=C(Oc1ccc(-c2nccc(-c3ccccn3)n2)cc1)c1cccc(C(F)(F)F)c1	9	5	2	-5	7	-2	-2	5	1
CCn1c(SCC(=O)N(Cc2ccccc2)C2CCS(=O)(=O)C2)nc2ccccc2c1=O (centres undefined)	9	11	5	-10	2	-1	0	-8	1
CS(=O)(=O)c1cccc(-c2nnc(NC(=O)CCS(=O)(=O)c3ccccc3)o2)c1	9	-5	-4	9	-1	0	-3	2	0
COc1ccccc1C(=O)NC(=S)Nc1ccc(Cc2ccncc2)cc1	9	19	21	-15	5	-1	2	-5	1
O=C(CSc1nccn(-c2ccc(F)c(Cl)c2)c1=O)NC1CCCC1	5	-15	5	7	12	11	0	4	2
O=C(N/N=C/c1ccc(N2CCOCC2)cc1)c1cccs1	0	-4	-2	2	4	4	0	0	7
O=C(NS(=O)(=O)Oc1ccccc1F)OC[C@@H]1CCCN2CCCCC12 (some centres undefined)	0	-8	-2	-6	3	-4	-4	0	-5
Further entries
SMILES	ZTA counter	EBNA-1 inh	LYPLA2 counter	PAFAH2 inh	pPAFAH FP inh	PAFAH1B2 inh	LYPLA1 inh	PREPL inh	PAFAH1B3 FP inh
O=C(O)Cc1ccc(OCc2ccc(Cl)nc2)cc1	5	-13	-2	-5	-3	3	3	12	8
CCOc1ccc(NC(=O)Cc2nnc(SCC(=O)N3CCOCC3)n2C)cc1	5	8	9	-2	-1	3	4	-3	5
O=C(O)c1ccccc1NS(=O)(=O)c1ccc(NN=Cc2ccc(F)cc2)c([N+](=O)[O-])c1	.	.	.	19	58*	14	.	44*	14
COc1ccc(O)c(C=Nc2cc(C)on2)c1	0	-1	-1	-7	-5	2	0	11	5
CN(C)CCNc1ncnc2c1sc1nc(N3CCOCC3)c3c(c12)CC(C)(C)SC3	15	17	6	3	-1	3	-7	7	3
CC1CC(C)CN(CCCCOc2ccc([N+](=O)[O-])cc2)C1 (centres undefined)	14	7	-6	-2	1	4	-1	2	4
COc1ccccc1NC(=O)c1sc2nc(C)cc(C)c2c1N	5	12	3	1	-2	6	3	-2	5
Cc1[nH]n(-c2ccccc2)c(=O)c1/C=N/c1ccccn1	2	-2	5	7	6	3	1	-4	10
CCOC(=O)C1CCN(C(=O)C(C)Sc2nnc3ccccn23)CC1 (centres undefined)	.	.	.	0	1	3	.	2	12
CCN(CC)S(=O)(=O)c1ccc(N2CCOCC2)c(NC(=O)CC2OC(=O)c3ccccc32)c1 (centres undefined)	-24	-13	5	9	5	0	3	15	10
COc1ccc(CCN(C)CCCC(C#N)(c2cc(OC)c(OC)c(OC)c2)C(C)C)cc1OC (centres undefined)	-7	-6	4	-4	-5	-3	0	-2	4
COc1ccc(C(=O)CC(=O)C(=O)Nc2ccc(Cl)cc2)cc1	5	-9	9	1	1	1	0	-5	8
O=C(COC(=O)COc1ccc(Cl)cc1Cl)NC1CCCCCC1	7	.	-6	-9	9	7	-1	8	4
CCC(C)NC(=O)C1CCN(S(=O)(=O)c2cccc3cccnc23)CC1 (centres undefined)	2	0	-3	7	-9	3	-2	8	2
Cc1ccccc1Cn1ccc(NC(=O)c2cnn3c2NC(c2ccccc2)CC3C(F)(F)F)n1 (centres undefined)	15	0	-17	-8	-2	0	-9	1	2
O=C(NCC1CCCN(Cc2ccc3nonc3c2)C1)c1ccc(F)cc1 (centres undefined)	4	7	-1	3	2	3	-1	5	7
COc1cc(C(C)=O)ccc1OCC(=O)c1cc(C)n(C2CC2)c1C	10	1	1	-6	3	3	0	-9	-4
Cc1ccc(C(=O)CC2(O)C(=O)N(Cc3ccccc3Cl)c3ccccc32)o1 (centres undefined)	-4	1	4	-7	3	5	-3	-7	4
CC[C@]12c3[nH]c4cc(CCC(=O)N(C)C)ccc4c3CCN1C(=O)[C@@H](CC(=O)NC(C)(C)C)C[C@@H]2C(=O)N1CCN(C(=O)c2ccco2)CC1	.	.	.	-6	4	0	.	.	8
Cc1ccnc(NC(=O)CCC(=O)N(CC(=O)NCc2ccccc2)Cc2ccc(F)cc2)c1	-4	14	-1	-1	1	10	2	20	13
CS(=O)(=O)N(CC(=O)Nc1cccc([N+](=O)[O-])c1)c1ccccc1	0	-5	6	0	0	4	-2	-22	-2
O=[N+]([O-])c1ccc(C2CCCC/C2=N\OCc2cccc(F)c2)c([N+](=O)[O-])c1 (centres undefined)	2	3	8	2	14	5	0	-8	7
CSc1nccc(N2CCN(c3ccc(F)cc3)CC2)n1	18	4	0	1	10	1	1	14	-5
CN(Cc1nccs1)C(=O)CC1C(=O)NCCN1Cc1ccc(-c2ccccc2)cc1 (centres undefined)	-10	4	2	-3	4	-4	-2	33	4

3 structures out of the list, sorted by number of heavy atoms, highest first:
SMILES	ZTA counter	EBNA-1 inh	LYPLA2 counter	PAFAH2 inh	pPAFAH FP inh	PAFAH1B2 inh	LYPLA1 inh	PREPL inh	PAFAH1B3 FP inh
CCOc1ccccc1-c1nc(-c2ccc(NC(=O)Cc3ccccc3OC)cc2)no1	-3	-2	-44	-38	-5	-16	-28	-14	-9
CC1(C)C[C@@H]2C[C@@](C)(CN2C(=O)c2cc(COc3cccc(C(F)(F)F)c3)on2)C1	4	2	-1	-6	7	0	-6	19	5
CSc1ccccc1OCc1cc(C(=O)N(C)C(C)c2nc(C)cs2)no1 (centres undefined)	-5	-8	0	1	8	0	1	2	-5
